# From PubChem BioAssay
# IDH1 R132H inh: blocks human mutant IDH1 R132H enzyme | AID 602179 | 390,000 tested, 0.093% active | O75874 | IDH1-R132H enzyme, NADPH consumption, diaphorase/resazurin fluorescence | Potency, µM (highest dose often 76.6 µM), for the others: at the top dose activity change, negative = inhibition, hits mostly inhibitors; note: % is set by controls: 0 for no effect and ±100 for the full control effect; nearly all actives have a fitted effect of over 65% in size
#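 IDH1-R132H (0.5 ug/mL dispensed) in pH 7.5 Tris buffer was preincubated 30 min with compound, then given a substrate mix of 0.016 mM NADPH and 2 mM alpha-KG for 80 min at room temperature; remaining NADPH was read by diaphorase/resazurin fluorescence.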
# TrxR1 substrate: substrates of rat thioredoxin reductase 1; O89049; purified TrxR1 substrate turnover, NADPH consumption readout; Potency, µM (titrated, usually from 114 µM), for the others: at the highest dose activity change, negative = substrate turnover; 390,000 tested, 0.01% active; note: % is set by controls: 0 for no effect and ±100 for the full control effect; nearly all actives have a fitted effect of over 50% in size
#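 Rat TrxR1, dispensed at 90 nM, was prereduced with 400 uM NADPH (final) for 5 min at ~22 deg C, then incubated with compound 15 min before 400 uM selenite. A first-read NADPH fluorescence drop versus no-compound background flagged substrates.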
# RGS4 inh: blocks human RGS4-accelerated GTP hydrolysis; 390,000 tested, 0.039% active; Transcreener GDP fluorescence polarization, RGS4-accelerated GTP hydrolysis; P49798; Potency, µM (series often up to 114 µM), without a hit: top-dose activity change, negative = inhibition, usual class: inhibitors; note: % is set by controls: 0 for no effect and ±100 for the full control effect; nearly all actives have a fitted effect of over 75% in size; some results filed as inactive show a strong effect at the top dose
# Target sequence (P49798 whole entry, looked up): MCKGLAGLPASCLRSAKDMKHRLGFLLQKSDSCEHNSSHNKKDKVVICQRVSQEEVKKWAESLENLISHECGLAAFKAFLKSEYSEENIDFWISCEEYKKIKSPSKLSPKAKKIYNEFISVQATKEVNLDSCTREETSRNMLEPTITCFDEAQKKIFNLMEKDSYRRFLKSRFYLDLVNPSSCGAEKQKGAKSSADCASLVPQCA
#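 MLSMR compounds (23 nl, pin-transferred) preincubated 10 min at room temperature with a 500nM (2x) first reagent, then RGS4 at 900nM (2x) plus Transcreener GDP mix added; fluorescence polarization (620/688 nm) read before and after 90 min at 30 °C.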
# USP1 inh: inhibitors of human USP1/UAF1 deubiquitinase; O94782; recombinant USP1/UAF1, Ub-Rhodamine cleavage fluorescence; Potency, µM (highest dose often 57.1 µM), inactives show top-dose activity change, negative = inhibition, most hits filed as inhibitors; 390,000 tested, 0.23% active; AID 743255; note: % is set by controls: 0 for no effect and ±100 for the full control effect; nearly all actives have a fitted effect of over 60% in size; inactives centre near -12
#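 In this screen, compounds sit with the deubiquitinase complex (1nM) for 15 min at room temperature before Ub-Rho is added at 150nM final. Fluorescence rise is then followed for 6 reads every 60 seconds.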
# RXFP1 ag: RXFP1 (human) receptor agonism | 370,000 tested, 0.3% active | HEK293T-RXFP1 cAMP TR-FRET, 30 min; response scale: percent of porcine relaxin response, buffer zero | AID 2676 | Potency, µM (series often up to 57.5 µM), for the others: at the top dose activation, actives largely listed as activators; note: % is set by controls: 0 for no effect and ±100 for the full control effect; nearly all actives have a fitted effect of over 60% in size; many of its hits are not listed in these tables
# Target sequence (Q9HBX9 whole entry, looked up): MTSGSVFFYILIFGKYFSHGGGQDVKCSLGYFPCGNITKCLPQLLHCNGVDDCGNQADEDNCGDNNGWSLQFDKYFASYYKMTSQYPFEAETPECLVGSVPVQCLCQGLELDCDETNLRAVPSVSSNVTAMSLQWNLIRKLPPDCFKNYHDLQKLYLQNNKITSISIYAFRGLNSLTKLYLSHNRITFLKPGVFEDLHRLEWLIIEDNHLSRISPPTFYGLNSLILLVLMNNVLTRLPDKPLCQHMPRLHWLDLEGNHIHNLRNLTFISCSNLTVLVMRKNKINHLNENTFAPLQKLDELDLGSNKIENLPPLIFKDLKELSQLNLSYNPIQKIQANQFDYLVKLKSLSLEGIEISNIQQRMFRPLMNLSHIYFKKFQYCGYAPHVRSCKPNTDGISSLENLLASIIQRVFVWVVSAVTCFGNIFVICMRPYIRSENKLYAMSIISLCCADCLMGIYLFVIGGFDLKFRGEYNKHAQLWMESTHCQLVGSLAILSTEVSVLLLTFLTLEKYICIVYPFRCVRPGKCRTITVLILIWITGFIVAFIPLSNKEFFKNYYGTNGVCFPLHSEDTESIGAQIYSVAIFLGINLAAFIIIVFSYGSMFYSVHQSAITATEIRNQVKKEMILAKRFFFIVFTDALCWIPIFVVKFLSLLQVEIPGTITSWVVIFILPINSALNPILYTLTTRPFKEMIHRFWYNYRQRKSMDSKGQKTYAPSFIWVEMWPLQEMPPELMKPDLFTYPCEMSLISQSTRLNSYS
#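 HEK293 cells stably expressing RXFP1, treated 30 min at 37C with compounds plus PDE4 inhibitor Ro 20174; cAMP measured by HTRF TR-FRET. Normalized to buffer and 29 nM porcine relaxin; EC50 by Hill fit.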
# Vif-APOBEC3G blk: inhibitors of Vif-APOBEC3G interaction. HeLa A3G-eYFP + Vif (tagged APOBEC3G with the HIV-1 protein that degrades it), YFP fluorescence, overnight. 410,000 tested, 0.076% active. Potency, µM (highest dose often 46.1 µM), without a hit: at the top dose activity, negative = active, usual class: inhibitors. Q9HC16;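 note: % is set by controls: 0 for no effect and ±100 for the full control effect; nearly all actives have a fitted effect of over 60% in size; hits raise eYFP signal because A3G escapes Vif-driven loss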
#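 HeLa cells stably expressing Vif and C-terminally eYFP-tagged A3G, seeded overnight at 37 deg C, then exposed to compound by pintool overnight at 37 deg C. Rise in yellow fluorescence (Ex 488/Em 500-530, Acumen) marks blocked Vif-driven A3G degradation.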
# Vif-APOBEC3F blk: blocks the Vif interaction with APOBEC3F; AID 602313; HeLa A3F-eYFP + Vif (tagged APOBEC3F with the HIV-1 protein that degrades it), YFP fluorescence increase; 390,000 tested, 0.2% active; Potency, µM (highest dose often 46.1 µM), for the others: top-dose activity, negative = active; note: % of control where 0% means no effect; nearly all actives have a fitted effect of over 65% in size
#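 HeLa cells stably expressing Vif plus C-terminally eYFP-tagged A3F were seeded, incubated overnight at 37 deg C, dosed with compound, incubated overnight again at 37 deg C. Yellow fluorescence (Ex 488/Em 500-530) reported blocked Vif-mediated A3F-eYFP degradation.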
# rTrxR1 inhibitor: blocks rat thioredoxin reductase 1; recombinant rTrxR1, NADPH fluorescence consumption, selenite substrate; Potency, µM (doses to about 114 µM), for inactives: at the top dose activity change, negative = inhibition, actives largely listed as inhibitors; 390,000 tested, 1% active; AID 588453; note: % is set by controls: 0 for no effect and ±100 for the full control effect; nearly all actives have a fitted effect of over 65% in size
#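 Rat TrxR1 (90 nM in the dispensed reagent) was pre-reduced with 400 uM NADPH for 5 min at room temperature, then incubated with compound for 15 min. After 400 uM selenite was added, NADPH fluorescence (Ex 340/Em 450 nm) was followed for 8 min.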
# 12-LOX inh: ALOX12 (human) lipoxygenase inhibition. 580,000 tested, 1.1% active. P18054. purified 12hLO, xylenol orange hydroperoxide absorbance. Potency, µM (top dose mostly 108 µM), for the others: at the highest dose activity change, negative = inhibition, usual class: inhibitors. AID 1671190; note: % is set by controls: 0 for no effect and ±100 for the full control effect
#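 Purified human 12hLO at 150 nM in 25 mM Hepes, 0.01% Triton X-100, pH 7.0, preincubated 15 min at room temperature with compound. Reaction started with 40 uM arachidonic acid, 30 min at room temperature. Hydroperoxide measured by Fe-xylenol orange, 573/405 nm absorbance ratio.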
# * hit, by the source's call; i = inactive; u = inconclusive; x = no result given; [ ] = dose if it differs, or a comment. Calls come from the whole dose curve; as a rule, active = well fitted curve in the direction sought with a large enough effect; inconclusive = small, poorly fitted or top-dose-only effect, or another doubt; inactive = no such curve, though single readings can be large; an effect the other way counts as inactive or inconclusive. Potency is the fitted concentration of half-maximal effect.
SMILES,IDH1 R132H inh,TrxR1 substrate,RGS4 inh,USP1 inh,RXFP1 ag,Vif-APOBEC3G blk,Vif-APOBEC3F blk,rTrxR1 inhibitor,12-LOX inh
COC(=O)c1sc(NC(=O)c2c(C)noc2C)nc1C,-2%,-10%,7%,-15%,17%,2%,1%,1%,x
CCN(CC)S(=O)(=O)c1ccc2c(c1)N(CC(=O)NCCc1ccccc1)C(=O)CO2,x,0%,1%,-4%,-1.7%,x,x,25%,1%
CCOc1ccccc1NC(=O)COC(=O)c1c[nH]c2ccccc12,-3%,-4%,14%,-2%,-0.6%,u,-25%,2%,1%
Cc1cc(C)c(C)c(S(=O)(=O)N2CCN(C(=O)C3CSC4(C)CCC(=O)N34)CC2)c1C (configuration not stated),16%,9%[57.1 µM],u,-9%,-0.6%,-2%,-13%,15%,x
Cc1cc(C)c2c(N)c(C(=O)Nc3ccccc3C(F)(F)F)sc2n1,-13%,100%[activator][57.1 µM],-4%,-6%,19%,0%,-5%,73%[activator][57.1 µM],-22%
Cc1ccc(C)c(N2CCN(Cc3nnc(-c4ccc5c(c4)OCO5)o3)CC2)c1,30%,1%,6%,u,-0.5%,-3%,-2%,14%,-19%
Nn1c(-c2ccco2)n[nH]c1=S,2%,1%[57.1 µM],-19%,1%,1.1%,2%,1%,-13%[57.1 µM],u
CC(C)C(NS(=O)(=O)c1ccc2c(c1)C(C)(C)C(=O)N2C)C(=O)NCc1ccccc1Cl (configuration not stated),8%,2%,11%,-22%,-0.4%,1%,-6%,19%,-7%
Cc1ccc(S(=O)(=O)C(CNC(=O)Cc2ccc(Cl)cc2)c2cccs2)cc1 (configuration not stated),4%,0%[57.1 µM],5%,-16%,-0.1%,3%,2%,-6%[57.1 µM],-3%
COc1cc(OC)cc(OC(=O)c2ccc3c(=O)n4c(nc3c2)CCC4)c1,12%,-3%[57.1 µM],-15%,-4%,-0.9%,-7%,-32%,-5%[57.1 µM],4%
COc1cccc(CNC(=O)C2CCCN(S(=O)(=O)c3cccc4nonc34)C2)c1 (configuration not stated),7%,2%,-41%,-3%,0.3%,1%,-8%,-3%,-6%
O=C(COC(=O)c1ccccc1-n1cnnn1)c1ccccc1,-10%,10%,-1%,-21%,-1.5%,0%,5%,27%,-20%
O=C(NCc1ccncc1)C1CCN(S(=O)(=O)c2cc(Cl)ccc2Cl)CC1,-9%,-1%,0%,-17%,0.4%,1%,-5%,8%,5%
COc1cc(C(=O)Nc2ccc3c(c2)C(=O)c2ccccc2C3=O)cc(OC)c1OC,3%,4%,-45%,-16%,0.4%,1%,5%,10%,-8%
O=C1OC(C(=O)Nc2cccc(Br)c2)Cc2ccccc21 (configuration not stated),4%,6%,-19%,11%,22%,-3%,-3%,14%,-2%
COc1ccc(Nc2oc(-c3ccc(COc4ccc(OC)cc4)o3)nc2C#N)cc1,-16%,-1%,37%,-10%,-1.2%,-2%,4%,11%,-30%
Cc1ccc2c(c1)N(CC(=O)N1CCCCC1)C(=O)C(C)O2 (configuration not stated),6%,-11%,-7%,-7%,9.8%,2%,4%,-25%,32%[activator]
Nn1c(SC/C=C/c2ccccc2)nnc1-c1ccncc1,0%,-2%,1%,-1%,2.6%,1%,-2%,u,10%
CCC(C)Nc1nnc(SCC(=O)c2c(N)n(C3CC3)c(=O)[nH]c2=O)s1 (configuration not stated),-4%,2%,-7%,-27%,x,-1%,-5%,9%,-17%
O=C(c1cn(-c2ccccc2)nc1-c1ccc(F)cc1)N1CCOCC1,15%,-6%,12%,-9%,-0.8%,-8%,-1%,0%,0%
CCc1ccc(S(=O)(=O)N(C(=O)c2ccncc2)c2ccc(OC(=O)c3ccncc3)cc2)cc1,2%,4%,-18%,-25%,2.0%,1%,1%,u,u
COC(=O)c1[nH]c2ccccc2c1NC(=O)CN1CCN(C(=O)c2ccco2)CC1,6%,9%,-9%,-13%,3.4%,1%,x,-18%,-8%
COc1ccc(/C=C2/C(=O)N(c3ccccc3)N=C2C)cc1OC,-9%,2%,-48%,-26%,1.2%,3%,-2%,9%,u
CSc1nc2ccc(NC(=O)C3CC(=O)N(Cc4ccccc4)C3)cc2s1 (configuration not stated),-5%,-8%,-10%,1%,3.2%,-4%,-8%,-10%,0%
CCCCNc1nc2ccccc2n1CC(=O)N1CCc2ccccc2C1,3%,7%[57.1 µM],15%,-8%,1.6%,-1%,-4%,22%[57.1 µM],-15%
COc1ccc(-c2[nH]c(-c3ccccc3)nc2SCC(=O)Nc2nccs2)cc1,-1%,-4%[57.1 µM],-14%,-2%,1.0%,-8%,-1%,17%[57.1 µM],13%
Cc1ccc(S(=O)(=O)/C(C#N)=C/c2c[nH]c3ccccc23)cc1,-6%,-2%[57.1 µM],0%,-6%,0.6%,0%,-8%,-9%[57.1 µM],-20%
Cc1ccc(-c2nn(-c3ccccc3)cc2/C=C/C(=O)Nc2nccs2)cc1,-4%,67%[activator],-22%,-8%,2.8%,-6%,2%,-12%,8%
Cc1nn(C(C)C(=O)NCc2ccccc2)c(C)c1[N+](=O)[O-] (configuration not stated),-1%,-6%,5%,-11%,-1.0%,0%,0%,16%,14%
O=C(NCc1ccccc1)c1ccccc1NC(=O)C1CCCCC1,-1%,3%,-5%,-9%,0.5%,-9%,0%,6%,i
CN1C(N)=NC(=O)/C1=C/c1ccc(OC(F)(F)F)cc1,0%,-2%,-14%,-2%,0.1%,-5%,1%,0%,-2%
CCOc1cc2c3c(c1)C1(C(=O)N3C(C)(C)C=C2C)C(C#N)=C(N)Oc2cc(O)ccc21 (configuration not stated),u,1%[57.1 µM],33%,-17%,0.5%,-10%,-3%,-4%[57.1 µM],u
COc1ccc2nc(NC(=O)c3ccccc3[N+](=O)[O-])sc2c1,-5%,-9%,12%,-8%,1.0%,-7%,-12%,5%,u
CCC(C)(C)NC(=O)c1ccc(S(=O)(=O)N2CCCCCC2)cc1,1%,5%[57.1 µM],3%,-5%,-0.1%,-4%,5%,25%[57.1 µM],0%
CCN(C(=O)COC(=O)CCOc1ccccc1)c1c(N)n(Cc2ccccc2)c(=O)[nH]c1=O,9%,7%,6%,-27%,-0.1%,-6%,2%,12%,20%
C#CCNC(=O)C1=C[C@H](c2ccc(Br)cc2)C[C@H](OCc2ccc(CO)cc2)O1,-5%,6%,-6%,-32%,1.2%,0%,1%,16%,0%

# An excerpt from above, reduced to rTrxR1 inhibitor, RGS4 inh and Vif-APOBEC3F blk.
smiles | rTrxR1 inhibitor | RGS4 inh | Vif-APOBEC3F blk
COc1ccc2nc(NC(=O)c3ccccc3[N+](=O)[O-])sc2c1 | 5% | 12% | -12%
CN1C(N)=NC(=O)/C1=C/c1ccc(OC(F)(F)F)cc1 | 0% | -14% | 1%
C#CCNC(=O)C1=C[C@H](c2ccc(Br)cc2)C[C@H](OCc2ccc(CO)cc2)O1 | 16% | -6% | 1%

# Going on with the list.
SMILES,IDH1 R132H inh,TrxR1 substrate,RGS4 inh,USP1 inh,RXFP1 ag,Vif-APOBEC3G blk,Vif-APOBEC3F blk,rTrxR1 inhibitor,12-LOX inh
Cc1ccc(C(=O)Nc2ccc3nc(C)sc3c2)o1,0%,x,x,-20%,x,-6%,-6%,x,22%
Cc1nc(Nc2ncc(C(=O)Nc3c(C)cccc3Cl)s2)cc(N2CCN(CCO)CC2)n1,x,1%,x,x,x,-17%,x,1%,u
COc1ccc(Cl)cc1C(=O)NNC(=O)COC(=O)CCN=C1NS(=O)(=O)c2ccccc21,1%,8%,-13%,-24%,-0.1%,-8%,8%,21%,1%
COc1ccccc1NNC(=O)c1cccnc1Oc1ccccc1,7%,5%[57.1 µM],-5%,-18%,-2.0%,-2%,2%,12%[57.1 µM],0%
CCCC(=O)Nc1sc2c(c1C(=O)OC)C(C(=O)OC)CC2 (configuration not stated),1%,2%,-49%,-14%,0.6%,-2%,5%,1%[57.1 µM],0%
CCN1CCN(S(=O)(=O)c2ccc(Cl)c(C(=O)N(C)Cc3ccco3)c2)CC1,5%,1%,6%,u,1.7%,0%,1%,u,u
CCN(CC)CCOc1cccc(C(C)C)c1,2%,3%,-20%,-20%,0.5%,1%,-9%,-2%,u
CCCOc1ccc(C2C(=O)N(C3CCCCCC3)CC(=O)N2C(C)C)cc1OC (configuration not stated),-12%,1%[57.1 µM],21%,13%,-0.4%,-1%,1%,24%[57.1 µM],-16%
COC(=O)c1ccc(COC(=O)C(NC(=O)Cc2ccccc2)C(C)C)cc1 (configuration not stated),-9%,-2%,-9%,-11%,0.6%,2%,1%,13%,1%
Cc1cc(C)nc(SCc2csc(N)n2)n1,4%,6%[57.1 µM],24%,-1%,0.0%,1%,-9%,-17%[57.1 µM],u
Cc1ccc(NC(=O)C(CC(=O)O)C2CCCO2)c(C)c1 (configuration not stated),1%,-1%[57.1 µM],3%,-6%,0.0%,1%,u,3%[57.1 µM],-7%
O=C(CCCN1C(=O)/C(=C/c2ccco2)SC1=S)Nc1cccc(C(=O)O)c1,10%,-2%,-52%,-26%,-0.3%,2%,2%,-12%,u
O=C(COC(=O)c1nc(Cl)ccc1Cl)Nc1ccc(Cl)cn1,11%,1%,-2%,-12%,-0.9%,-15%,3%,9%,u

# A portion of the library. The share of hits here may be higher or lower than overall.
